PLCb3 inh – human PLC-beta3 inhibitors, primary screen, biochemical, fluorescence. 1-phosphatidylinositol 4,5-bisphosphate phosphodiesterase beta-3 (Homo sapiens), Q01970. Purified PLC-beta3, fluorogenic substrate. inhibition, % at 12.2 µM. hit rate 0.18% among 370,000. AID 720704, 2013; in the data active = inhibition above about 11%;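 note: 0% = median of compound wells on plate and 100% = full blocker control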
ADAM17 inh – ADAM17 inhibitors, primary screen, biochemical, QFRET; AID 720648, 2013; Disintegrin and metalloproteinase domain-containing protein 17 (Homo sapiens), P78536; hit rate 0.83% among 370,000; recombinant ADAM17, EDANS/DABCYL FRET peptide cleavage; inhibition, % at 6.95 µM;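 active = inhibition above the mean of compounds lying between control limits plus 3 SD, set per campaign, cut at about 8.5% in these data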;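 note: 0% = DMSO-only wells as the low control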
ADAM10 inh – human ADAM10 inhibitors, primary screen, biochemical, QFRET, HTS; recombinant ADAM10, EDANS/DABCYL FRET peptide cleavage, 3 h; hit rate 0.62% among 370,000; Disintegrin and metalloproteinase domain-containing protein 10 (Homo sapiens), O14672; inhibition, % at 7 µM;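 active = inhibition above a per-campaign cutoff equal to the mean of compounds falling between control-based bounds plus 3 SD, cut at about 20% in these data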;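 note: 0% = DMSO wells while the 100% control is not disclosed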
PLC-gamma1 inh – PLC-gamma1 enzyme inhibitors, primary screen, biochemical, fluorescence, purified enzyme. 1-phosphatidylinositol 4,5-bisphosphate phosphodiesterase gamma-1 (Homo sapiens), P19174. fluorogenic substrate. inhibition, % at 12.2 µM. hit rate 0.84% among 370,000. AID 720700, 2013; in the data active = inhibition above about 9.5%
DDE Tn7 FP inh – inhibitors of Tn7 peptide binding to fibrin DD(E), primary screen, biochemical, fluorescence polarization, human fibrin, Tn7 probe; FP displacement of FITC-Tn7 peptide from fibrin DD(E); 0% = median of compound wells per plate; inhibition, % at 8.3 µM; hit rate 0.13% among 370,000; AID 720508, 2013;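 active = inhibition above the mean of compounds falling within the control limits plus 3 SD of them, cut at about 14% in these data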;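 note: 0% = plate median of compound wells and 100% = 10 µM Aha-Tn7 peptide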
Target sequence (P02675 whole entry, looked up): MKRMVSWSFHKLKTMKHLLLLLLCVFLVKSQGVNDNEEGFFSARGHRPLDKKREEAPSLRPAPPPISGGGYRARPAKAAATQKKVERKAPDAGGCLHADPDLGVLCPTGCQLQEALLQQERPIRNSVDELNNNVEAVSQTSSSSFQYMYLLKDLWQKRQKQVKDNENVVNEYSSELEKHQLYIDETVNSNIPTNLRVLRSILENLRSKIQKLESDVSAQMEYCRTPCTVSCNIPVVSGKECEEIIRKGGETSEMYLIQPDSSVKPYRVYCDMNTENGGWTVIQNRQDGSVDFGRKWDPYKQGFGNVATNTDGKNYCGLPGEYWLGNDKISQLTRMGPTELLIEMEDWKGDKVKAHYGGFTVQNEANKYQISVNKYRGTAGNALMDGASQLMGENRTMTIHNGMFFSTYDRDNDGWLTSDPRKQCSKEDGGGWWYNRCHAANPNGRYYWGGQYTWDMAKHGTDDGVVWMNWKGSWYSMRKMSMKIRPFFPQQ
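Assay system: Human fibrin DD(E) protein | Medium: Tris buffer with calcium and detergent, pH 7.8 | Reagent: 0.1 µM fluorescent Tn7 | Compound dosing: Single point at 8.3 µM | Times: 10 min preincubation, 3 h with tracer, room temperature | Detection: Fluorescence polarization of the labelled Tn7 tracer | Controls: Aha-Tn7 high control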
TDP2 absorb – human TDP2 enzyme inhibitors, primary screen, biochemical, epi absorbance, recombinant enzyme | inhibition, % at 12.8 µM | AID 720702, 2013 | Tyrosyl-DNA phosphodiesterase 2 (Homo sapiens), O95551 | T5PNP hydrolysis, p-nitrophenol absorbance 415 nm | hit rate 0.34% among 370,000;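 active = inhibition above the mean of all tested compounds plus 3 SD, set per campaign, cut at about 25% in these data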;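 note: 0% = DMSO with enzyme and 100% = buffer with substrate but no TDP2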
Target sequence (O95551 whole entry, looked up): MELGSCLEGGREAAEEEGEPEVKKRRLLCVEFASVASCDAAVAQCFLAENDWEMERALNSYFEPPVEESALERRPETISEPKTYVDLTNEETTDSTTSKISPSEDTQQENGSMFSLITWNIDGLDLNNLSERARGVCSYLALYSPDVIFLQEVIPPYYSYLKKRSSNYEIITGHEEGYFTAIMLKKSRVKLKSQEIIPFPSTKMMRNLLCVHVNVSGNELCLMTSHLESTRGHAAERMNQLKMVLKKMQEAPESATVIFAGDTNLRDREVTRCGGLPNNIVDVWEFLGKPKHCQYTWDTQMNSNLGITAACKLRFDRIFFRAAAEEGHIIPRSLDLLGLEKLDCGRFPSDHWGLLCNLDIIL
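Test system: Human TDP2 enzyme | Reagent: 5 mM T5PNP | Compound dosing: 12.8 µM single point, 1% DMSO | Incubation: Enzyme reaction with compound for 2 h at 37 °C | Technique: p-Nitrophenol epi absorbance | Read-out: % inhibition relative to enzyme-containing and enzyme-free wells | Benchmarks: High control without enzyme, low control DMSO plus TDP2 | Replicates: Singlicate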
ASAP1 GAP inh – inhibitors of human ASAP1 ArfGAP activity, primary screen, biochemical, fluorescence polarization; ASAP1-stimulated ARF1 GTP hydrolysis, GDP FP detection; inhibition, % at 16.5 µM; hit rate 0.19% among 360,000; AID 624377, 2012; in the data active = inhibition above about 25%;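 note: 0% = vehicle with enzyme and substrate and 100% = no enzyme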
DDE Tn6 FP inh – inhibitors of Tn6 peptide binding to fibrin DD(E), primary screen, biochemical, fluorescence polarization, human fibrin, Tn6 probe; hit rate 0.21% among 370,000; inhibition, % at 8.3 µM; Fibrin DD(E) TRITC-Tn6 fluorescence polarization displacement; Fibrinogen beta chain (Homo sapiens), P02675;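 active = inhibition above a per-campaign cutoff: mean of compounds within control limits plus 3 SD, cut at about 15% in these data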;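 note: 0% = median of all compound wells on the plate and 100% = blocking peptide control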
SIAE inh – human SIAE inhibitors, primary screen, biochemical, fluorescence polarization, FP-Rh probe, 1536-well HTS. hit rate 0.69% among 370,000. SIAE FP-Rh probe binding. inhibition, % at 9.66 µM;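 active = inhibition above a cutoff: mean of compounds within the control limits plus 3 SD of those, cut at about 17% in these data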;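 note: 0% = plate median of compound wells and 100% = probe without SIAE protein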
ARFGAP1 inh – inhibitors of rat ARFGAP1 GAP activity, primary screen, biochemical, fluorescence polarization, GDP tracer; Arfgap1-stimulated ARF1 GTP hydrolysis, GDP FP detection; ADP-ribosylation factor GTPase-activating protein 1 (Rattus norvegicus), Q62848; hit rate 0.26% among 360,000; inhibition, % at 16.5 µM;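 active = inhibition above a per-plate limit, mean inhibition of low control wells plus 3 SD, cut at about 25% in these data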;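 note: 0% = DMSO wells with enzyme and 100% = wells lacking Arfgap1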
Target sequence (Q62848 1-136 limits assumed): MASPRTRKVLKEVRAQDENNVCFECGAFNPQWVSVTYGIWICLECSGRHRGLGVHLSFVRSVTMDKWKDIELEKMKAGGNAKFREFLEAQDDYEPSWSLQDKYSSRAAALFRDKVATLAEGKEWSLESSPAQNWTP
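Assay system: purified rat His6-Arfgap1 residues 1-136 (GAP domain); Reagent: human Δ17 ARF1 bound to GTP; Dosing: 16.5 µM single point, 1.26% DMSO; Times: GTP hydrolysis reaction 2 h at 25 °C; Signal: FP, GDP Alexa 633 tracer displaced from anti-GDP antibody, 620/688 nm; Measure: % inhibition from polarization.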
Starred values were filed as active, the others as inactive; i = inactive; x = no result given.

Labels used below: A = PLCb3 inh; B = ADAM17 inh; C = ADAM10 inh; D = PLC-gamma1 inh; E = DDE Tn7 FP inh; F = TDP2 absorb; G = ASAP1 GAP inh; H = DDE Tn6 FP inh; I = SIAE inh; J = ARFGAP1 inh
O=C(NCc1ccncc1)c1cccc(F)c1
  A = 4 | B = 0 | C = 1 | D = 2 | E = -10 | F = -10 | G = 7 | H = -1 | I = -2 | J = -2
Cc1ccc[n+](CC(=O)c2ccc(Br)cc2)c1
  A = 1 | B = -2 | C = 0 | D = -2 | E = -5 | F = -1 | G = -8 | H = -5 | I = 0 | J = 2
COC(=O)CCSCC(=O)N1N=C(c2ccc(Br)cc2)CC1c1cccc(OC)c1OC (stereo not drawn)
  A = -4 | B = -4 | C = -4 | D = -3 | E = 5 | F = -6 | G = 3 | H = -3 | I = -16 | J = 5
CC(CN1CCCCC1)OC(=O)c1ccc(Cl)cc1 (stereo not drawn)
  A = 0 | B = -1 | C = -9 | D = 0 | E = -1 | F = -2 | G = 12 | H = -2 | I = -2 | J = -9
COCCCNC(=O)CCSc1ccc(Cl)cc1
  A = 1 | B = -6 | C = -1 | D = -2 | E = 7 | F = 1 | G = -18 | H = -3 | I = -1 | J = 4
CSCCC(NC(=O)OCc1ccccc1)NC(=O)OCc1ccccc1
  A = -2 | B = -3 | C = -6 | D = 0 | E = 4 | F = 2 | G = -9 | H = 6 | I = -9 | J = -7
CN(C)CCNC(=O)COc1ccc(C23CC4CC(CC(C4)C2)C3)cc1
  A = 3 | B = 0 | C = 2 | D = 0 | E = -9 | F = -5 | G = 8 | H = 3 | I = -3 | J = 10
CCC(Sc1nnnn1C)C(=O)Nc1ccc(C(C)=O)cc1 (stereo not drawn)
  A = 1 | B = -5 | C = -3 | D = 1 | E = 4 | F = -4 | G = 4 | H = -4 | I = -1 | J = -7
Cc1ccc2c(c1)c1c(n2CC(O)CN2CCC(C)CC2)CCCC1 (stereo not drawn)
  A = -7 | B = -1 | C = 5 | D = 1 | E = -4 | F = -4 | G = -1 | H = -2 | I = 0 | J = 3
O=C(Nc1cccnc1)c1cc2cc(Br)ccc2o1
  A = -2 | B = 4 | C = 3 | D = 5 | E = 10 | F = -8 | G = 1 | H = -3 | I = 6 | J = -13
C=CCN1[C@@H](Cc2ccccc2)COc2cccc(N3CCCC3)c2S1(=O)=O
  A = -7 | B = -10 | C = -10 | D = -1 | E = -9 | F = -7 | G = x | H = -9 | I = 1 | J = x
CC[N+](C)(CC)CCC(c1ccccc1)C1CCCCC1 (stereo not drawn)
  A = -5 | B = -3 | C = -2 | D = 0 | E = 6 | F = 1 | G = -9 | H = 9 | I = 2 | J = 2
COc1ccc2oc(C(=O)Nc3nc4ccccc4[nH]3)c(C)c2c1
  A = -140 | B = -64 | C = -209 | D = -97 | E = 1 | F = -9 | G = 10 | H = 2 | I = -1 | J = -2
COc1ccc(Cc2nc3c4c(ncn3n2)Oc2c(ccc3ccccc23)C4c2ccc(OC)c(OC)c2)cc1 (stereo not drawn)
  A = 1 | B = 1 | C = 4 | D = 6 | E = -7 | F = -12 | G = 5 | H = -1 | I = 0 | J = 2
CCCC/C(O)=C1\C(=O)CC(C)(C)CC1=Nc1ccc(OC)cc1
  A = 2 | B = 3 | C = 41* | D = 2 | E = 2 | F = -14 | G = 3 | H = -6 | I = 1 | J = -3
CCC(C)Nc1nc(N)c([N+](=O)[O-])c(NCc2ccccc2)n1 (stereo not drawn)
  A = 1 | B = 2 | C = 10 | D = 5 | E = 2 | F = -12 | G = 6 | H = 0 | I = -1 | J = -2
COc1ccc(/C=C2\SC(=O)N(CCC(=O)NC3CCS(=O)(=O)C3)C2=O)cc1 (stereo not drawn)
  A = -8 | B = -2 | C = 5 | D = 1 | E = 0 | F = -14 | G = -15 | H = 3 | I = 1 | J = -1
Cc1nn(-c2ncc(C(F)(F)F)cc2Cl)c(=O)n1-c1cccc(Cl)c1
  A = -2 | B = -4 | C = -9 | D = -1 | E = 5 | F = 4 | G = -2 | H = 3 | I = -4 | J = 1
O=C(c1cccc(Cl)c1)N1CCC(C(=O)N2CCN(Cc3ccccc3)CC2)CC1
  A = -3 | B = -1 | C = -5 | D = 1 | E = -2 | F = -6 | G = 7 | H = 7 | I = 1 | J = 10
O=C1CC2(CCN(C(=O)C3CC(=O)N(c4ccccc4)C3)CC2)Oc2ccccc21 (stereo not drawn)
  A = -32 | B = -36 | C = -101 | D = -25 | E = 4 | F = 11 | G = 3 | H = -1 | I = 2 | J = 1
Cn1nnnc1SCc1c(F)cccc1F
  A = 6 | B = -2 | C = 4 | D = 0 | E = -3 | F = 12 | G = 11 | H = 8 | I = -1 | J = 3
Clc1ccc(CSc2nnnn2-c2ccc3c(c2)OCO3)c(Cl)c1
  A = 1 | B = 2 | C = 9 | D = 2 | E = -3 | F = -8 | G = 2 | H = 1 | I = -8 | J = 11
C=CCn1c(SCC(=O)c2cc(C)n(CCOC)c2C)nc2sc(C)c(C)c2c1=O
  A = -2 | B = -5 | C = -3 | D = -2 | E = 1 | F = 12 | G = -8 | H = 3 | I = 5 | J = 4
O=C(C[n+]1ccc(C(=O)N/N=C/c2ccc(OCc3ccccc3)cc2)cc1)c1ccccc1
  A = -78 | B = 0 | C = 12 | D = -49 | E = -5 | F = -16 | G = -1 | H = -4 | I = -6 | J = -1
CN(C)C(CNc1ccc(C(F)(F)F)cc1[N+](=O)[O-])c1ccccc1 (stereo not drawn)
  A = -4 | B = -3 | C = 12 | D = -1 | E = 6 | F = -4 | G = -1 | H = 5 | I = 3 | J = 3
O=[N+]([O-])c1cc(CSC2=NCCN2)ccc1O
  A = -6 | B = -4 | C = -4 | D = -2 | E = -2 | F = -4 | G = -8 | H = 2 | I = -3 | J = 6
CCc1ccc(OC2(C)CCN(Cc3ccccc3OC(F)F)C2)cc1 (stereo not drawn)
  A = 3 | B = 0 | C = -11 | D = 2 | E = 6 | F = 4 | G = 10 | H = -8 | I = 1 | J = 1
Cc1ccc2c(Cl)cc(Cl)c(OCC(=O)N3CCOCC3)c2n1
  A = -4 | B = 2 | C = -13 | D = -4 | E = -4 | F = -22 | G = 12 | H = -9 | I = -6 | J = 0
NC(=O)c1cc(S(=O)(=O)Nc2cccc(Cl)c2)cs1
  A = -5 | B = 1 | C = 0 | D = -2 | E = 2 | F = -2 | G = 3 | H = 7 | I = -2 | J = -2
CCC(C)(C)n1nnnc1C(c1cccs1)N1CCc2ccccc21 (stereo not drawn)
  A = 4 | B = 3 | C = 3 | D = 3 | E = -2 | F = -5 | G = -7 | H = 2 | I = 9 | J = 3

Structural class: the entries above with fluorine.
Labels used below: A = PLCb3 inh; B = ADAM17 inh; C = ADAM10 inh; D = PLC-gamma1 inh; E = DDE Tn7 FP inh; F = TDP2 absorb; G = ASAP1 GAP inh; H = DDE Tn6 FP inh; I = SIAE inh; J = ARFGAP1 inh
O=C(NCc1ccncc1)c1cccc(F)c1
  A = 4 | B = 0 | C = 1 | D = 2 | E = -10 | F = -10 | G = 7 | H = -1 | I = -2 | J = -2
Cc1nn(-c2ncc(C(F)(F)F)cc2Cl)c(=O)n1-c1cccc(Cl)c1
  A = -2 | B = -4 | C = -9 | D = -1 | E = 5 | F = 4 | G = -2 | H = 3 | I = -4 | J = 1
Cn1nnnc1SCc1c(F)cccc1F
  A = 6 | B = -2 | C = 4 | D = 0 | E = -3 | F = 12 | G = 11 | H = 8 | I = -1 | J = 3
CN(C)C(CNc1ccc(C(F)(F)F)cc1[N+](=O)[O-])c1ccccc1 (stereo not drawn)
  A = -4 | B = -3 | C = 12 | D = -1 | E = 6 | F = -4 | G = -1 | H = 5 | I = 3 | J = 3
CCc1ccc(OC2(C)CCN(Cc3ccccc3OC(F)F)C2)cc1 (stereo not drawn)
  A = 3 | B = 0 | C = -11 | D = 2 | E = 6 | F = 4 | G = 10 | H = -8 | I = 1 | J = 1

Other entries.
Compound	PLCb3 inh	ADAM17 inh	ADAM10 inh	PLC-gamma1 inh	DDE Tn7 FP inh	TDP2 absorb	ASAP1 GAP inh	DDE Tn6 FP inh	SIAE inh	ARFGAP1 inh
CCCCS/C(=C(/C#N)C(N)=O)c1cc2c([nH]1)CCCC2	-6	3	8	1	1	-4	2	-1	6	8
CCOc1ccc(NC(=O)COC(=O)Cc2ccc(S(=O)(=O)N3CCOCC3)s2)cc1	-10	-1	-4	-7	3	11	-5	-1	0	3
O=C(Cc1ccc(F)cc1)N1CCC(N2CCC(C(=O)N3CCOCC3)CC2)CC1	-5	-4	3	2	2	9	-2	4	12	-1
Cc1ccc(S(=O)(=O)NC(CC(C)C)C(=O)NCC(C)(C)N2CCOCC2)cc1 (stereo not drawn)	-6	-3	-10	6	-13	5	3	3	-2	3
Cc1ccc(Sc2cnc(N)nc2C)cc1	3	1	6	2	-8	-2	-2	6	2	5
O=S1(=O)C=CCN1Cc1cn(Cc2cccc(Cl)c2)nn1	5	-3	5	-1	-4	7	x	3	-3	x
O=C(c1ccc2c(=O)n(CC3CCCO3)c(=S)[nH]c2c1)N1CCN(c2ccccc2)CC1 (stereo not drawn)	-2	-4	-1	1	3	-2	-6	2	-7	15
CCC(C)NS(=O)(=O)c1ccc(-c2csnn2)s1 (stereo not drawn)	-1	2	1	4	-1	-8	1	14	-4	10
Cc1occc1-c1nnc(SCC(=O)N(C)C)o1	5	-3	0	1	-12	5	16	-1	-3	-5
Cc1ccc(C(=O)NNc2c3ccccc3nc3ccccc23)cc1	-144	-245	i	-100	2	-4	8	-5	11	1
COc1ccc(-c2c(-c3ccc(OC)nc3)c3ccccc3n2C)cc1	-73	-24	-102	-41	1	7	2	10	14	-1
O=C(Nc1ccccc1)c1ccc(NCCN2C(=O)CCC2=O)c([N+](=O)[O-])c1	2	-2	4	2	0	6	-4	-1	7	-2

High-throughput results: PubChem BioAssay, The Scripps Research Institute Molecular Screening Center
